IL-1B inflam inh: inflammasome signaling inhibition, IL-1 beta readout. THP-1 LPS/ATP IL-1B secretion, AlphaLISA, 16 h; hits give low values. activity change, % at 57.5 µM. 4.7% of 360,000 active. AID 743279; in the data active = activity change below about -50%; inconclusive = mostly about -30% to -49%; also: % is scaled to controls: 0 for no effect and ±100 for the full control effect
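THP-1 cells pretreated 1 hr with compounds (up to 57.5 uM final), then stimulated with LPS (250 ng/mL final) plus ATP (1.25 mM final); secreted IL-1B measured by AlphaLISA after 16 hr, decreased signal indicating inhibition.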
KB-V1 MDR tox: KB-V1 MDR subline cytotoxicity | KB-V1 MDR cells viability, CellTiter-Glo, 72 h | AID 1347076 | Potency, µM (series often up to 46.1 µM), inactives show top-dose activity change, negative = cytotoxicity, hits mostly cytotoxic | 3.4% of 400,000 active; also: potency is read from the fitted curve at half-maximal effect; % is scaled to controls: 0 for no effect and ±100 for the full control effect; nearly all actives have a fitted effect of over 60% in size
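Following 72 h at 37 degrees C with compound, KB-V1 cell viability was read by CellTiter-Glo luminescence, medium being phenol-red-free DMEM plus 10% FBS; concentration-response parameters came from normalized, curve-fitted qHTS data.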
ATXN2 expr inh: inhibitors of ATXN2 expression; HEK-293 ATXN2-luciferase reporter, luminescence, 24 h; Potency, µM (series often up to 57 µM), without a hit: at the highest dose activity change, negative = inhibition, most hits filed as inhibitors; 0.72% of 360,000 active; also: potency is read from the fitted curve at half-maximal effect; % is scaled to controls: 0 for no effect and ±100 for the full control effect; nearly all actives have a fitted effect of over 55% in size
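qHTS (up to 57 uM final) was run with 24 h compound exposure of reporter cells at 37 °C. Each well was multiplexed: SteadyGlo luminescence measured ATXN2-luciferase expression after a fluorogenic Gly-Phe-AFC viability readout (25 uM final).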
KB-3-1 tox: KB-3-1 parental cell cytotoxicity; KB-3-1 viability, CellTiter-Glo ATP luminescence, 72 h; 1.4% of 400,000 active; AID 1347075; Potency, µM (highest dose often 46.1 µM), for the others: at the highest dose activity change, negative = cytotoxic, hits mostly cytotoxic; also: potency is read from the fitted curve at half-maximal effect; % is scaled to controls: 0 for no effect and ±100 for the full control effect; nearly all actives have a fitted effect of over 60% in size
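Cells are dispensed, compounds pinned in, plates held at 37 °C for 72 h, then CellTiter-Glo is added and luminescence read after 10 minutes. Cell line: parental KB-3-1 in phenol-red-free DMEM, 10% FBS.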
HT1080 IDH1KD tx: HT-1080 IDH1 knockdown cell toxicity (counter line). HT-1080 IDH1 knockdown viability, ATP luminescence, 48 h. Potency, µM (series often up to 46.1 µM), for inactives: at the highest dose activity, negative = toxicity, usual class: cytotoxic. 2% of 360,000 active;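 also: potency is read from the fitted curve at half-maximal effect; 0% = DMSO wells and -100% = cell-free medium wells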
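Assay cells: HT-1080 with IDH1 knockdown, 750 per well, RPMI/5% FBS. Exposure: 48 h at 37 °C following 2 h pre-incubation. Read: CellTiter-Glo luminescence; fitted concentration-response, curve class assigned.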
WRN helicase inh: blocks human WRN helicase; Q14191; WRN helicase unwinding, fluorescent forked duplex, kinetic; Potency, µM (top dose mostly 114 µM), inactives show at the highest dose activity change, negative = inhibition, hits mostly inhibitors; 0.46% of 360,000 active; AID 651768; also: potency is read from the fitted curve at half-maximal effect; % is scaled to controls: 0 for no effect and ±100 for the full control effect; nearly all actives have a fitted effect of over 55% in size
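Kinetic red-fluorescence monitoring (525/598 nm) tracks WRN helicase activity after 100 nM fluorophore-quencher forked duplex and 2 mM ATP are added to 20 nM enzyme pretreated 15 min at room temperature with compound.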
SW480 rereplic: induces DNA re-replication in SW480 colon adenocarcinoma cells; SW480 DNA re-replication, Hoechst DNA content imaging, 48 h; Potency, µM (highest dose often 46.1 µM), without a hit: at the highest dose re-replication activation, usual class: activators; 1.8% of 340,000 active; AID 624297; also: potency is read from the fitted curve at half-maximal effect; % of control where 0% means no effect; nearly all actives have a fitted effect of over 55% in size
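Image-based DNA-content assay: after two days of treatment, nuclei were labelled with the DNA dye Hoechst and imaged, and hits were compounds raising the count of nuclei showing high fluorescence intensity.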
MCF10A rereplic: induces DNA re-replication in MCF 10a normal breast cells; MCF 10A DNA re-replication, Hoechst nuclear intensity, 48 h; Potency, µM (titrated, usually from 46.1 µM), inactives show top-dose activity, positive = re-replication, actives largely listed as activators; 2.9% of 350,000 active; AID 624296; also: potency is read from the fitted curve at half-maximal effect; % of control where 0% means no effect; nearly all actives have a fitted effect of over 50% in size
HT1080NT lethal: kills 2HG-producing HT-1080-NT fibrosarcoma cells; HT-1080-NT fibrosarcoma viability, CellTiter-Glo ATP luminescence, 48 h; Potency, µM (series often up to 46.1 µM), without a hit: at the top dose activity, negative = less viability, most hits filed as cytotoxic; 1.6% of 360,000 active;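 also: NT is the 2HG producing partner of a matched IDH1 knockdown line; potency is read from the fitted curve at half-maximal effect; 0% = DMSO-treated cells and -100% = media-only wells without cells; nearly all actives have a fitted effect of over 55% in size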
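Compounds were tested in concentration-response format on HT-1080-NT cells for 48 hours at 37 degrees C. Cell viability came from CellTiter-Glo luminescence; curves were classified by r2, response magnitude and activity.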
Starred values were filed as active, the others as inactive; i = inactive; ? = inconclusive; · = no result given; [ ] = dose if it differs, or a comment. Unless noted, calls follow the shape of the dose curve; as a rule, active = well fitted curve in the direction sought with a large enough effect; inconclusive = small, poorly fitted or top-dose-only effect, or another doubt; inactive = no such curve, though single readings can be large; an effect the other way counts as inactive or inconclusive. Not a hit list; any-hit rate near 12%.

SMILES	IL-1B inflam inh	KB-V1 MDR tox	ATXN2 expr inh	KB-3-1 tox	HT1080 IDH1KD tx	WRN helicase inh	SW480 rereplic	MCF10A rereplic	HT1080NT lethal
C=CCC[C@@H](Cc1ccc(F)cc1)C(=O)OC[C@@H]1CCCN1C(=O)[C@H](CC=C)CC(=O)N[C@H](CO)Cc1ccccc1	?	?	?	?	-14%	-8%	8%	10%	-13%
O=C(CCc1ccccc1)NNc1ccc(F)cc1	3	3%	-30%	-14%	2.3µM*	2%	?	10%	?
CS(=O)(=O)c1ncc(Cl)c(C(=O)Nc2ccc(OC(F)F)cc2)n1	-99*	?	?	?	13µM*	-8%[57.1 µM]	1.8µM*	5.2µM*	?
C[C@H](CO)N1C[C@H](C)[C@@H](CN(C)C(=O)Nc2ccc(C(F)(F)F)cc2)Oc2ccc(NC(=O)CCC(F)(F)F)cc2C1=O	-18	?	-24%	-2%	-13%	-3%	-16%	-4%	-8%
Nc1c(Cl)ncnc1NCc1ccccc1	71	-18%	-11%	?	-15%	3%	?	2%	?
COc1ccc(-c2nnc(SCC(=O)NCCc3ccccc3)o2)cc1	18	0%	7%	0%	8%	-13%	-1%	0%	-2%
C=CCOc1c(Cl)cc(C2NC(=O)NC(C)=C2C(=O)OC)cc1Cl (centres undefined)	-10	?	-16%	-9%	-21%	-6%	-4%	-2%	?
Cc1ccc(S(=O)(=O)N2CCC(C(=O)NCCC3=CCCCC3)CC2)cc1C	-3	-14%	10%	-5%	1%	-3%	-5%	14%	6%
CCOC(=O)c1c(NC(=O)c2ccoc2C)sc(C(=O)N(C)C)c1C	-20	-14%	-11%	0%	-7%	-10%	-3%	-2%	-16%
O=C1NC[C@@H](CCCCN2CCN(CCc3ccc(O)cc3)C(=O)C2=O)N(CC2CCCCC2)C1=O	25	-1%	8%	13%	4%	2%	·	·	2%
OCCNc1nc(-c2ccccc2)nc2c1oc1ccccc12	-3	-22%	·	0%	2%	-3%	-25%	0%	-18%
CCCn1ncc(CN2CCC(n3nccc3NC(=O)CCc3ccccc3)CC2)c1C	0	11%	2%	-6%	10%	-7%[57.1 µM]	-22%	6%	4%
O=C(NCc1cccs1)c1ccc(CS(=O)Cc2ccccc2Cl)o1 (centres undefined)	4	-14%	0%	-15%	9%	3%	-2%	4%	-4%
CCCN(C(=O)COC(=O)c1cc(CC)c(C)s1)c1c(N)n(Cc2ccccc2)c(=O)[nH]c1=O	-8	0%	-4%	8%	-1%	-8%[11.6 µM]	14%	-2%	3%
CN(c1ccccc1)S(=O)(=O)c1cccc(NC(=O)c2cccc(C#N)c2)c1	?	-5%	?	?	-7%	-9%	-19%	8%	-11%
CSc1ccccc1C(=O)Nc1cccc(N(C)S(C)(=O)=O)c1	12	-14%	4%	3%	13%	3%	-2%	2%	18%
CCCc1cc(=O)n2[nH]c(C)nc2n1	14	13%	-2%	-6%	1%	-4%	-1%	430%[0.0737 µM]	2%
Cc1ccccc1OCC(=O)OCC(=O)Nc1cc(S(C)(=O)=O)ccc1Cl	6	0%	3%	-7%	19%	5%	-6%	2%	18%
O=C1CCC(C(=O)N2CCN(c3ccccc3)CC2)CN1Cc1ccc(Cl)cc1 (centres undefined)	-1	-29%	·	4%	0%	6%	·	·	2%
Cc1ccc(OCc2nnc(SCC(=O)Nc3cc(C)on3)n2C)cc1	0	25%	10%	1%	11%	1%	1%	0%	2%[9.24 µM]
Cc1ccc(S(=O)(=O)NC(C(=O)Oc2cc3oc(=O)cc(C)c3cc2Cl)C(C)C)cc1 (centres undefined)	-21	26%	-13%	20%	1%	0%	10%	4%	0%
CC(C)(C)CC(=O)NC(=S)NCc1ccco1	0	-1%	12%	-8%	-5%	-6%	20%	9%	-8%
CCCc1cc(=O)oc2c(CN3CCN(C)CC3)c(O)ccc12	-15	-10%	2%	9%	12%	-7%[57.1 µM]	-9%	?	0%
CC(C)(C)C(=O)C1=C(O)C(=O)N(Cc2ccccc2)C1c1ccccc1Cl (centres undefined)	2	-6%	·	7%	-14%	6%	-7%	15%	-17%
CC(=O)c1cc(NC(=O)c2ccc([N+](=O)[O-])cc2)c(=O)oc1C	-18	23%	0%[11.3 µM]	2%	18%	-10%	25%	16µM*	13%
CC1CC(C)CN(CCCSc2ccccc2)C1 (centres undefined)	i	?	-16%	0%	-2%	-10%	5%	27%	-8%
O=C(Cc1ccccc1)NC(=S)Nc1ccc2oc(-c3ccccc3F)nc2c1	-4	0%	25%	0%	23%	-14%	?	7%	15%
O=C(COC(=O)c1cc(S(=O)(=O)N2CCOCC2)ccc1Cl)Nc1ccc2c(c1)OCO2	-2	5%	-9%	0%	1%	3%	-12%	-3%	-1%
Cc1ccc(Nc2nc(NCc3ccco3)c3ccccc3n2)cc1	-109*	?	?	?	23µM*	-22%	?	?	?
CCOC(=O)c1c(NC(=O)c2cccc([N+](=O)[O-])c2C(=O)O)sc2c1CCCC2	-6	?	-7%	28%	-1%	-19%	1%	8%	5%

Whole records, quoted from the list. Values in the order: IL-1B inflam inh, KB-V1 MDR tox, ATXN2 expr inh, KB-3-1 tox, HT1080 IDH1KD tx, WRN helicase inh, SW480 rereplic, MCF10A rereplic, HT1080NT lethal
CC(C)(C)C(=O)C1=C(O)C(=O)N(Cc2ccccc2)C1c1ccccc1Cl (centres undefined) in the list: 2, -6%, ·, 7%, -14%, 6%, -7%, 15%, -17%
Cc1ccc(Nc2nc(NCc3ccco3)c3ccccc3n2)cc1 in the list: -109*, ?, ?, ?, 23µM*, -22%, ?, ?, ?
CC(=O)c1cc(NC(=O)c2ccc([N+](=O)[O-])cc2)c(=O)oc1C in the list: -18, 23%, 0%[11.3 µM], 2%, 18%, -10%, 25%, 16µM*, 13%

(cont.)
SMILES	IL-1B inflam inh	KB-V1 MDR tox	ATXN2 expr inh	KB-3-1 tox	HT1080 IDH1KD tx	WRN helicase inh	SW480 rereplic	MCF10A rereplic	HT1080NT lethal
C[C@@H]1CCCCO[C@@H](CN(C)CC2CCCCC2)[C@@H](C)CN([C@H](C)CO)C(=O)c2cc(NS(=O)(=O)c3ccc(Cl)cc3)ccc2O1	?	?	?	?	?	1%	·	·	16µM*
Cc1nnc2sc(SCC(=O)Nc3nccs3)nn2c1=O	11	3%	9%	15%	19%	-11%	-21%	7%	6%
O=C(CSc1nc2ccccc2n1-c1ccccc1)NCC1CCCO1 (centres undefined)	-14	-7%	1%	5%	-5%	0%	-8%	1%	-1%
NS(=O)(=O)c1ccc(NC(=S)Nc2cc(Cl)c(Cl)cc2Cl)cc1	0	3%	8%	6%	14%	-17%	-1%	0%	9%
CC(C)=CC(=O)OCC(=O)NC1CCCc2ccccc21 (centres undefined)	19	-17%	-24%	2%	15%	5%	-8%	-4%	16%
O=c1ccc(-c2nc3cc(Cl)ccc3n2Cc2ccccc2)c[nH]1	-18	6%	-18%	-2%	?	-2%	1%	?	-29%
Cn1c(SCC(=O)Nc2ccc3c(c2)OCCO3)nnc1C1CC1	3	20%	4%	-6%	3%	14%	-22%	8%	18%
CC12CCC(O)CC1=CCC1C2CCC2(C)C3=NN=CC3CC12 (centres undefined)	54	?	-19%	?	33µM*	4%	?	18µM*	?
Cc1onc(-c2ccccc2)c1C(=O)NCCc1ccc(S(N)(=O)=O)cc1	11	-9%	-4%	-7%	13%	-6%	2%	-2%	5%
Cc1ccc(NC(=O)C(=O)c2cn(CC(=O)N3CCCCC3)c3ccccc23)cc1	-16	-3%	-6%	-21%	-10%	-14%	6%	-12%	-1%
Cc1cccc(CS(=O)(=O)Cc2ccc(C(=O)NCc3cccnc3)o2)c1	10	10%	-8%	-1%	7%	4%	-39%[inhibitor]	-5%	5%
COC[C@H]1CCCN1c1ccc2c(c1)O[C@H](COCc1ccccc1)CN([C@@H](C)c1ccccc1)S2(=O)=O	23	-3%	11%	1%	1%	4%	·	·	10%
O=C(NCCSc1ncc(-c2ccc(F)cc2)[nH]1)c1ccco1	33	13%	1%	-4%	23%	-17%	-1%	6%	2%
Cc1ccc(C)c(CN2C(=O)C3CCCN3c3ccc(C#N)cc32)c1 (centres undefined)	0	-2%	·	0%	-10%	-2%	-12%	14%	-6%
CC(Cl)C(=O)Nc1ccccc1C#N (centres undefined)	0	-3%	-5%	14%	7%	6%	?	5%	7%
CC(C)(C)N(Cc1cc2ccccc2[nH]c1=O)C(=O)c1cccc([N+](=O)[O-])c1	-13	-3%	-8%	5%	-4%	1%	17%	12%	2%
c1ccc(-c2cc3c(NCC4COc5ccccc5O4)ncnc3s2)cc1 (centres undefined)	-59*	2%	?	-19%	?	-7%	18µM*	?	-24%
COc1ccc(NC(C)=O)cc1NC(C)C(=O)Nc1cc(C(F)(F)F)ccc1N1CCOCC1 (centres undefined)	-16	-16%	-13%	-6%	-5%	6%	0%	8%	-3%
COc1ccc(NC(=O)C(C)SCc2ccccc2)cc1 (centres undefined)	-3	-10%	·	-5%	-4%	3%	-123%[inhibitor]	11%	-3%
COc1ccc(Cl)cc1NC(=O)CNc1ccccc1F	-7	?	-8%	?	?	-3%	?	?	?
CCN1CC2=C(OC(N)=C(C#N)C2c2ccccc2)/C(=C\c2ccccc2)C1 (centres undefined)	-16	10%	-1%	?	-27%	-25%	?	23µM*	?
N#Cc1ccccc1NC(=O)Nc1ccc(Cl)cc1	-12	?	13%	12%	7%	-11%	-10%	23%	6%
CC(C)(C)OC(=O)C1=CC[C@@H](c2ccc(Cl)c(Cl)c2)N(S(=O)(=O)c2ccc(F)cc2)[C@H]1c1cccc(F)c1	3	4%	-18%	-2%	22%	-9%	·	·	16%
CCOc1ccc(CN(CC)C(=O)Cc2c[nH]c3ccccc23)cc1OC	0	-19%	0%	0%	-13%	-1%	-13%	-6%	-16%

Assay outcomes from PubChem BioAssay.
